Source: PubChem BioAssay (National Center for Advancing Translational Sciences (NCATS))
Pin1 inh: qHTS Assay to Find Inhibitors of Pin1; Peptidyl-prolyl cis-trans isomerase NIMA-interacting 1 (Homo sapiens), Q13526; Pin1 FP peptide displacement, HiFluor488, 10 min; Potency, µM (doses to about 115 µM), inactives show top-dose activity, negative = inhibition, actives largely listed as inhibitors; 390,000 compounds, 0.009% hits; active = well fitted inhibition curve with a large enough effect in the polarisation, with a control signal flat, not every such curve was filed as active; inconclusive = small, poorly fitted or top-dose-only effect, or effect the other way, or a change in a side signal; inactive = no such curve, though single readings can be large or run the other way; the % refers to the polarisation; also: potency is read from the fitted curve at half-maximal effect; % is scaled to controls: 0 for no effect and ±100 for the full control effect
HP1b binding inh: HTS for Inhibitors of HP1-beta Chromodomain Interactions with Methylated Histone Tails; Chromobox protein homolog 1 (Homo sapiens), P83916; AlphaScreen HP1-beta / biotin-H3K9me3 peptide binding; Potency, µM (top dose mostly 114 µM), for the others: at the top dose activity change, negative = inhibition, actives largely listed as inhibitors; 390,000 compounds, 0.56% hits; also: potency is read from the fitted curve at half-maximal effect; nearly all actives have a fitted effect of over 70% in size; inactives centre near 23
Target sequence (P83916 whole entry, looked up): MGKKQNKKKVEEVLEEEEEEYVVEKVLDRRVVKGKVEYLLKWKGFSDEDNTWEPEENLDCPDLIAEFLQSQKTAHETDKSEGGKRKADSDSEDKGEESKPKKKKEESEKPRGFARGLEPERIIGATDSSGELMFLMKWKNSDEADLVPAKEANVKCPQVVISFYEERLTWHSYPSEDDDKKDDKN
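AlphaScreen: HP1-beta (50 nM) preformed 30 min with biotin-H3(1-18)K9me3 peptide (50 nM) in PBS pH 7.4, 0.01% Tween-20. Compound added for 30 min at RT, then streptavidin donor/nickel chelate acceptor beads (10 ug/mL) for 30 min.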
ERG Ets-DNA blk: qHTS for Small Molecule Inhibitors of the ERG Ets/DNA interaction; Transcriptional regulator ERG (Homo sapiens), P11308; fluorescence polarization, His-ERG Ets domain / labelled DNA; Potency, µM (top dose mostly 76.9 µM), for inactives: top-dose FP activity, negative = inhibition, hits mostly inhibitors; 370,000 compounds, 0.028% hits; AID 624246, 2012; active = well fitted inhibition curve with a large enough effect in the polarisation, with a control signal flat; inconclusive = small, poorly fitted or top-dose-only effect, or effect the other way, or a change in a side signal; inactive = no such curve, though single readings can be large or run the other way; the % refers to the polarisation;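 also: polarization taken with two DNA probes labelled with fluorescein and Texas red; potency is read from the fitted curve at half-maximal effect; % of control where 0% means no effect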
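His-tagged ERG Ets domain (1 uM in the protein solution; 300mM KCl, 50mM Tris-HCl, 1mM EDTA, 1mM DTT, pH 7.5) received compound, then a probe mix of 5 nM fluorescein-DNA and 100nM Texas-615-DNA. Fluorescence polarization was read for both dyes.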
PI4K2A block: qHTS for small molecular inhibitors of PI4K2A; Phosphatidylinositol 4-kinase type 2-alpha (Homo sapiens), Q9BTU6; purified PI4K2A, ADP-Glo luminescence, 1 h; stronger effect = lower value; activity change, negative = inhibition, % at 76.9 µM; 420,000 compounds, 0.13% hits; AID 1346378, 2018; in the data active = activity change below about -50%; inconclusive = mostly about -30% to -49%;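 also: -100% = wells without enzyme as full effect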
Target sequence (Q9BTU6 whole entry, looked up): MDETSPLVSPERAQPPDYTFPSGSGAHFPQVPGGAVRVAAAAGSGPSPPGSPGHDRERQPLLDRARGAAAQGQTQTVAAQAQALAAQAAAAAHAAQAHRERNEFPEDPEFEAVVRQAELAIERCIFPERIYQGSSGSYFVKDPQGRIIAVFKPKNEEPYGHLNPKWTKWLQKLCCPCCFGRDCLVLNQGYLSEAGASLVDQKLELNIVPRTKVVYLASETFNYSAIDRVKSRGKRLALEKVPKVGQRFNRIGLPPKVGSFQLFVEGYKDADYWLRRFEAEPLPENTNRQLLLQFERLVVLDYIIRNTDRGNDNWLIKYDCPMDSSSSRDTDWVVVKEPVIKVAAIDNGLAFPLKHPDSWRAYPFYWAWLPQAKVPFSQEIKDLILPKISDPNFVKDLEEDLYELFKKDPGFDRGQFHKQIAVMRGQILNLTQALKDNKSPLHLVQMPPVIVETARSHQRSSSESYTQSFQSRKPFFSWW
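ADP-Glo luminescence measured ADP generated by PI4K2A enzyme (4 ug/mL before mixing) with 1.2 mM PI substrate (pre-mix) and 300 microM ATP (pre-mix). Tris pH7.5 buffer with MgCl2, Triton X-100; 1 h reaction at ambient temperature.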
Tb PGK inh: qHTS Assay to Find Inhibitors of Phosphoglycerate Kinase; Phosphoglycerate kinase, glycosomal (Trypanosoma brucei brucei), P07378; Potency, µM (series often up to 57.5 µM), inactives show top-dose activity change, negative = inhibition, most hits filed as inhibitors; AID 602233, 2012; PGK/GAPDH coupled, Kinase-Glo luminescence, 60 min; 380,000 compounds, 0.043% hits; also: potency is read from the fitted curve at half-maximal effect; % is scaled to controls: 0 for no effect and ±100 for the full control effect; nearly all actives have a fitted effect of over 60% in size
Target sequence (P07378 whole entry, looked up): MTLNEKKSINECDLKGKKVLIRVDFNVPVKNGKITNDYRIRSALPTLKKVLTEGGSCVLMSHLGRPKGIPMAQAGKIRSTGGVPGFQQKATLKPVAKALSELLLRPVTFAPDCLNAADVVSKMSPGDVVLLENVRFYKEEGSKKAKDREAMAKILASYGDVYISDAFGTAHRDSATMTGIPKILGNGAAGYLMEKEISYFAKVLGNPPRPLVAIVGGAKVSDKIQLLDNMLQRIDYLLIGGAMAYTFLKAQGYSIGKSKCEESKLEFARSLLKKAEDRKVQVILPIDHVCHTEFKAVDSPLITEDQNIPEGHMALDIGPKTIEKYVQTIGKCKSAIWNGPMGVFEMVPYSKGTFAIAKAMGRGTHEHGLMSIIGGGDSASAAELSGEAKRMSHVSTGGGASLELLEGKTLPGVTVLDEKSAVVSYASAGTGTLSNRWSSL
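Luminescent ATP detection (Kinase-Glo Plus) follows a 60-minute room-temperature incubation, with wells lacking PGK as controls. Buffer: 100 mM TEA (pH 7.6), 5 mM MgCl2, 0.01% Tween-20. Coupling enzyme GAPDH (100 nM final) supplies unstable 1,3-BPG in-well.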
BAZ2B block: qHTS Assay for Inhibitors of BAZ2B; 360,000 compounds, 4.4% hits; AlphaScreen BAZ2B-H3K14Ac peptide displacement; Bromodomain adjacent to zinc finger domain protein 2B (Homo sapiens), Q9UIF8; Potency, µM (series often up to 114 µM), for inactives: top-dose activity change, negative = inhibition, actives largely listed as inhibitors; also: potency is read from the fitted curve at half-maximal effect; % is scaled to controls: 0 for no effect and ±100 for the full control effect; nearly all actives have a fitted effect of over 60% in size
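AlphaScreen displacement of biotin-H3(5-23)K14Ac peptide (50 nM final) from BAZ2B (50 nM final) in PBS pH 7.4, 0.01% Tween-20; complex preformed 30 min RT, then compounds (top 110 uM) 30 min RT, beads 20 min dark.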
JMJD2A Tudor inh: qHTS Assay for Inhibitors of JMJD2A-Tudor Domain; Potency, µM (highest dose often 114 µM), without a hit: at the top dose activity change, negative = inhibition, actives largely listed as inhibitors; 390,000 compounds, 4.4% hits; AlphaScreen JMJD2A-Tudor / H3K4me3 peptide binding; Lysine-specific demethylase 4A (Homo sapiens), O75164; also: potency is read from the fitted curve at half-maximal effect; % is scaled to controls: 0 for no effect and ±100 for the full control effect; nearly all actives have a fitted effect of over 50% in size
G9a inh: qHTS Assay for Inhibitors of Histone Lysine Methyltransferase G9a; Histone-lysine N-methyltransferase EHMT2 (Homo sapiens), Q96KQ7; G9a H3K9 monomethylation, AlphaScreen, 2 h; Potency, µM (titrated, usually from 102 µM), for inactives: at the top dose activity, negative = inhibition, usual class: inhibitors; 350,000 compounds, 8.8% hits; AID 504332, 2011; also: potency is read from the fitted curve at half-maximal effect; % is scaled to controls: 0 for no effect and ±100 for the full control effect; nearly all actives have a fitted effect of over 75% in size
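Readings reflect AlphaScreen signal from monomethyl-H3K9 antibody detection. HMT at 20 nM; substrate b-H3K9 500 nM; cofactor SAM 20 uM; 2 h RT reaction; compounds tested as titrations in qHTS with 15 min preincubation.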
GLS inhibitor: qHTS for Inhibitors of Glutaminase (GLS). GLS enzymatic activity, qHTS titration. Potency, µM (top dose mostly 45.5 µM), for inactives: at the top dose activity change, negative = inhibition, usual class: inhibitors. 410,000 compounds, 0.21% hits. AID 624170, 2012; also: potency is read from the fitted curve at half-maximal effect; % is scaled to controls: 0 for no effect and ±100 for the full control effect
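hKGA in 45 mM KH2PO4 (pH 8.2), 0.02% Tween-20 with compound, then 1mM L-Glutamine (stock as added) plus glutamate oxidase/HRP/Amplex red coupling mix. Fluorescence read initially and after 30 min at RT; signal change reflects glutamate formation.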
Numbers without * were called inactive; i = inactive; ? = inconclusive; nt = not tested or not shown; [ ] = another dose, or the depositor's remark. Unless noted, calls follow the shape of the dose curve; as a rule, active = well fitted curve in the direction sought with a large enough effect; inconclusive = small, poorly fitted or top-dose-only effect, or another doubt; inactive = no such curve, though single readings can be large; an effect the other way counts as inactive or inconclusive.

Below each compound – G9a inh	ERG Ets-DNA blk	HP1b binding inh	BAZ2B block	Pin1 inh	JMJD2A Tudor inh	Tb PGK inh	GLS inhibitor	PI4K2A block
- CC(OC(=O)c1cc2sccc2n1C)C(=O)NCc1ccco1 (stereo not drawn)
  ?	nt	10.6%	-30.1%	6.5%	-27.0%	-6.4%	17.8%	-0.8
- O=C(NC1CC2CCCC(C1)N2C(=O)NC1CCCCC1)c1ccc(F)cc1 (stereo not drawn)
  3.5%	9.5%	30.4%[activator]	-4.6%	-1.5%	-20.1%	i	9.7%	-3.8
- Cc1ccc(-n2cnn(-c3ccc([N+](=O)[O-])cc3[N+](=O)[O-])c2=O)cc1
  ?	-13.9%	9.6%	-19.2%	4.0%	?	-5.9%	-2.6%	-2.2
- CCOC(=O)C1CCN(C(=O)Cn2nc(CC)n3c(cc4sccc43)c2=O)CC1
  4.5%[59 µM]	5.8%	31.7%	3.4%	-3.0%	0.4%	-3.6%	2.9%	-2.7
- NS(=O)(=O)c1ccc2nc(NC(=O)C3CCCO3)sc2c1 (stereo not drawn)
  -11.8%[59 µM]	-5.9%	14.5%	6.1%	-6.0%	-7.4%	-12.7%	-5.1%	3.6
- COC(=O)CSc1nc2ccc(NC(C)=O)cc2s1
  17.4%[2.33 µM]	-13.3%	27.4%	7.3%	3.1%	-13.8%	i	1.1%	3.4
- Cc1ccn2cc(CNS(=O)(=O)c3ccc4ccccc4c3)nc2c1
  70.8µM*	7.4%	21.3%	-25.9%	4.9%	-15.3%	-0.4%	-3.3%	0.9
- CC1(C)Cc2ccccc2-c2n[nH]c(=S)n21
  12.6µM*	nt	-1.9%	-16.2%	0.1%	3.16µM*	nt	-0.7%	-2.6
- O=C(c1ncc[nH]1)c1ccccc1C(=O)N1CCOCC1
  ?	-3.7%	21.5%	-0.1%	-19.2%	9.7%	-10.5%	0.0%	-0.2
- O=C(CSC1=NS(=O)(=O)c2cc(F)ccc2N1)Nc1ccccc1F
  -42.2%	17.1%	29.9%	-2.8%	-6.3%	-7.6%	-4.4%	-0.6%	-0.7
- O=C(CSc1nc(-c2cccs2)cc(C(F)(F)F)n1)Nc1cc(OCC(F)(F)F)cc([N+](=O)[O-])c1
  -17.3%[59 µM]	-3.8%	-3.6%	-7.4%	0.4%	22.4µM*	-2.5%	8.0%	-1.3
- Cc1cc(NC(=O)Cn2nc(C(=O)O)c3ccccc3c2=O)ccc1Br
  -4.9%	7.0%	0.5%	1.8%	112.6%[activator]	?	-8.1%	21.1%	-4.6
- Cc1oc(-c2ccc(Cl)cc2)nc1CN1CCCC(C(=O)NCc2cccnc2)C1 (stereo not drawn)
  ?	-13.7%	31.6%	-38.4%	-5.1%	-20.1%	3.6%	9.6%	2.3
- Cc1ccc(-c2nnc(SC(C)C#N)n2N)cc1 (stereo not drawn)
  -24.2%[12.7 µM]	-1.6%	38.5%[activator]	5.1%	5.4%	-0.7%	i	-18.8%	3.1
- O=C1CCC([N+](=O)[O-])C(c2ccc(-c3ccccc3)cc2)N1 (stereo not drawn)
  nt	2.4%	35.8%	nt	-0.3%	-9.1%	-2.6%	-1.8%	2.4
- O=C(Cc1c(O)c2ccccc2[nH]c1=O)NCc1ccc(F)cc1
  5.2%[59 µM]	-3.8%	48.0%	-4.8%	-5.4%	-10.3%	-1.3%	0.1%	-0.7
- CCc1ccc(Oc2cc(C)nc(N)n2)cc1
  16.4%[59 µM]	6.8%	15.9%	9.4%	-0.7%	-13.6%	-4.1%	-21.4%	4.9
- COc1ccc(-c2onc(C)c2C)cc1S(=O)(=O)NCC(C)c1ccccc1 (stereo not drawn)
  -0.1%[59 µM]	-0.4%	38.4%	-7.1%	10.9%	-3.9%	0.2%	0.4%	-3.9
- CC(=O)N1CCCc2cc(S(=O)(=O)N(C)CC(=O)Nc3cccc(Cl)c3C)ccc21
  7.5%[59 µM]	0.4%	12.3%[57 µM]	2.2%	5.1%	-15.5%	-2.8%	-9.8%	3.0
- COCc1c(C(=O)OCC(=O)N2c3ccccc3NC(=O)C2(C)C)oc2ccccc12
  82.5%[activator][59 µM]	1.9%	-3.6%	-2.9%	-22.9%	-10.4%	i	-0.9%	-0.2
- O=Cc1ccc(-c2ccc([N+](=O)[O-])cc2Cl)o1
  35.5µM*	-7.4%	-14.9%	?	4.9%	?	-0.5%	-0.4%	0.5
- CC(=O)c1ccc(N2C(=O)CC(N3CCN(S(=O)(=O)c4cc(C)ccc4C)CC3)C2=O)cc1 (stereo not drawn)
  nt	1.5%	1.2%	nt	7.9%	-20.0%	2.3%	-12.1%	0.3
- Cc1ccc(C)c(C(=O)COC(=O)c2cccc(N3C(=O)c4c(C)nc5ccccc5c4C3=O)c2)c1
  -15.2%[59 µM]	5.4%	-0.9%	-33.2%	16.3%	?	0.3%	12.8%	3.3
- Cc1ccc(C(=O)NCCSC2CCCCC2)cc1S(=O)(=O)Nc1ccccc1
  nt	nt	7.3%	-30.2%	7.3%	-26.4%	nt	-1.4%	-6.8
- COc1ccc(C(C)(C)C)cc1NC(=O)c1[nH]c(C)c(C(C)=O)c1C
  ?	5.6%	-28.1%	?	?	?	6.0%	-3.0%	-15.0
- CCCCOC(=O)Nc1cccc(C(C)=O)c1
  3.2%[59 µM]	-8.2%	28.9%	-3.0%	-9.3%	-19.8%	-5.0%	-5.6%	0.3
- Cc1ccccc1OCCNC(=O)c1ccc2ccccc2n1
  52.4%[59 µM]	0.6%	140.6%[activator]	58.0%[activator]	5.7%	67.8%[activator]	-21.0%	-5.1%	0.5
- CCOc1ccc(C(=O)NC2CCN(S(=O)(=O)c3ccccc3)CC2)cc1
  nt	-0.9%	31.4%	1.6%	2.4%	-2.8%	-1.4%	-9.5%	4.0
- COc1ccc(-c2csc(NC(=O)CSc3nc(C)cs3)n2)cc1
  nt	-3.7%	29.3%	nt	17.4%	-18.1%	i	-7.2%	-2.2
- Cc1ccc(C2C(=O)c3ccccc3C2=O)cc1
  ?	5.9%	1.0%	?	-5.2%	-15.3%	6.6%	1.0%	3.7
- CC(=O)N1CCN(C(=O)CSc2nnc(C)n2-c2ccccc2)CC1
  3.3%	8.2%	44.3%[activator]	8.8%	-1.3%	-4.7%	i	-1.6%	-1.8
- CC(C)OC(=O)CCCNc1ccc([N+](=O)[O-])cc1[N+](=O)[O-]
  1.6%[59 µM]	12.6%	?	?	-6.9%	?	-2.5%	11.0%	5.5
- COc1ccc(OC)c(NS(=O)(=O)c2ccc3c(c2)n(C)c(=O)n3C)c1
  -6.8%[12.7 µM]	-11.1%	16.5%	?	0.8%	-2.5%	5.1%	14.2%	2.0
- COc1ccc(NC(=O)c2cc(C)cc(C)c2)cc1S(=O)(=O)N1CCCCC1
  -41.6%[12.7 µM]	-12.8%	30.7%	-18.1%	-2.9%	-8.1%	-8.3%	-6.8%	1.8
- O=c1c2oc3ccccc3c2n(Cc2ccc(Cl)cc2)c(=O)n1Cc1ccco1
  -24.6%[59 µM]	-4.4%	-12.2%	?	?	-13.9%	-10.4%	1.2%	1.9
- CCN(C(=O)CO/N=C/c1ccc(OC)cc1OC)c1c(N)n(Cc2ccccc2)c(=O)[nH]c1=O
  -11.2%[2.33 µM]	-3.6%	35.5%	-33.7%	1.5%	-15.7%	-6.6%	-4.0%	6.2
- COCOc1ccc(/C=C2/Oc3cc(OCOC)cc(OCOC)c3C2=O)c(OCOC)c1
  nt	18.6%	24.7%	nt	?	-19.0%	-2.0%	-7.0%	-2.7
- Cc1ccc(C(=O)OCC(=O)N2CCNC2=O)c(C)c1
  -4.0%	-2.2%	7.0%	3.7%	0.8%	-9.8%	3.9%	-0.7%	2.7
- COc1ccc(-c2cc(=O)n3[nH]cnc3n2)cc1
  -31.5%[59 µM]	-10.9%	20.5%	-16.1%	-9.6%	-15.4%	-5.0%	1.7%	-5.7
- CCOC(=O)N/N=C/c1cc(OC)c(O)c(OC)c1
  ?	-3.9%	?	2.3%	7.4%	-13.4%	0.0%	21.0%	0.8
- CCOc1ccc(NC(=O)C2CCCN(S(=O)(=O)c3ccc4c(c3)CC(C)N4C(C)=O)C2)cc1 (stereo not drawn)
  -8.8%	4.8%	34.6%	-10.3%	-1.5%	-19.5%	-9.3%	1.0%	-0.7
- Cc1c([C@H]2[C@@H](CC#N)C2(C)C)c2ccccc2n1C
  5.0%[12.7 µM]	-6.8%	?	22.4µM*	-1.0%	?	-2.5%	16.2%	1.2
